# ABCG2 block: inhibitors of human ABCG2 transporter, ABCB1 counter-screen | Q9UNQ0 | IgMXP3 cells, JC-1 efflux, flow cytometry | inhibition, % at 6.6 µM | hit rate 0.1% among 190,000;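 active = inhibition above 80%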;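 note: 0% = DMSO and 100% = nicardipine control wells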
#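 Test system: IgMXP3 cells (ABCG2) mixed with DDAO far-red-labelled CCRF-Adr cells (ABCB1). Reagent: JC-1 transporter substrate. Compound dosing: single test compound dose, 6.6 µM final. Times: 10 min compound exposure, 25 °C. Detection: flow cytometry of retained JC-1 fluorescence. Read-out basis: efflux inhibition in percent versus controls. Controls: nicardipine and DMSO wells.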
# Mcl1 Noxa PPI: Mcl-1/Noxa interaction inhibition. Q07820. TR-FRET Mcl-1/Noxa peptide binding, 2 h. inhibition, % at 21.7 µM. hit rate 1.5% among 220,000;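 active = compounds that cut the protein-peptide binding signal by more than 50% relative to plate controls in a single-dose test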;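 note: His-tagged Mcl-1 with rhodamine Noxa BH3 peptide and terbium anti-His antibody; 0% = Mcl-1 plus Noxa peptide wells and 100% = peptide-only wells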
# Target sequence (Q07820 whole entry, looked up): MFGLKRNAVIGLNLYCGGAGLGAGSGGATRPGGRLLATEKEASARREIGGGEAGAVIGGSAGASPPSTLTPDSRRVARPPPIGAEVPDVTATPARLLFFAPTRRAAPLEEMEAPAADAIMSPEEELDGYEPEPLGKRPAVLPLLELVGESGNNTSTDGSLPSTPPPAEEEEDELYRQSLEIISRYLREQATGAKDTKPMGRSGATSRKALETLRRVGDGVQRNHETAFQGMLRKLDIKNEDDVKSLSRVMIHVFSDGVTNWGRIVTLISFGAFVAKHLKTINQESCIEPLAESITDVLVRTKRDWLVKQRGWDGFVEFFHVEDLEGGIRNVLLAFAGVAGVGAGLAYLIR
# ABCB1 inh: human ABCB1 inhibition, ABCG2 as counter-screen; P08183; CCRF-Adr cells, JC-1 efflux, flow cytometry; inhibition, % at 6.6 µM; hit rate 0.067% among 190,000; AID 1326; in the data active = inhibition above about 40%;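 note: 0% = vehicle and 100% = reference inhibitor; higher value means more JC-1 retained so stronger ABCB1 efflux block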
# HRas wt GTP bind: changes GTP binding to wildtype human HRas; GST-Ras wt beads, Bodipy-FL-GTP binding, flow cytometry; actives lie on both sides; P01112; GTP binding activity, % at 10 µM; AID 759; hit rate 0.14% among 190,000;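 active = GTP binding activity at least 20% away from the 100% baseline, either lowered as inhibitor or raised as activator; inconclusive = flagged as likely green fluorescent, judged across all proteins in the well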;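 note: 0% = unlabeled GTP competition control and 100% = no-compound control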
# Target sequence (P01112 whole entry, looked up): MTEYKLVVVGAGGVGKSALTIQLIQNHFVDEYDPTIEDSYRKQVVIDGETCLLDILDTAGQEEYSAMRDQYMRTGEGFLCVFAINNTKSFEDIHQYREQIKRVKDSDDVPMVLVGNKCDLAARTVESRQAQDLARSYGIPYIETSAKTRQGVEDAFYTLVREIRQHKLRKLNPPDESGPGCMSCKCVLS
# Rab2A wt mod: changes GTP binding to wildtype dog Rab2A, up or down; P61105; GST-Rab2 wt beads, Bodipy-GTP binding, flow cytometry; GTP binding activity, % at 10 µM; hit rate 0.19% among 190,000; AID 760;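 active = GTP binding activity at least 20 points away from 100%, either lowered or raised; inconclusive = signal likely due to the compound's own green fluorescence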;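 note: 0% = beads with excess unlabeled GTP and 100% = no-compound control corrected for plate trend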
# Rab7 wt modul: alters GTP binding to wildtype dog Rab7 | GTP binding activity (percent of control), % at 10 µM | hit rate 0.055% among 190,000 | GST-Rab7 beads, fluorescent GTP binding, flow cytometry; actives lie on both sides; untreated = 100%, excess cold GTP = 0% | AID 758;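 active = fluorescent GTP binding to Rab7 beads changed by at least 20 points from the 100% baseline, either direction, mostly lower; inconclusive = compound itself probably fluorescent, or too few beads counted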;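 note: median green fluorescence of bound Bodipy-FL-GTP per Rab7 bead population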
# Avidin bead fluor: compound fluoresces at 488/530 nm on avidin beads. hit rate 0.38% among 220,000. AID 1775. fluorescence (KMESF) at 10 µM. compound fluorescence 488/530 nm, flow cytometry; stronger effect = higher value; in the data active = fluorescence above about 47; note: inactives centre near 10
# Pf gamet viab: inhibitors of late stage P. falciparum gametocyte viability; hit rate 0.065% among 150,000; P. falciparum stage V gametocytes, ATP luminescence, 24 h; inhibition, % at 10.9 µM;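 active = inhibition above the mean plus 3 SD of compounds within the control limits, set per campaign, cut at about 38% in these data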;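 note: 0% = DMSO wells and 100% = medium only without gametocytes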
# Rac1 wt GTP bind: alters GTP binding to wildtype human Rac1; P63000; GST-Rac1 beads, fluorescent GTP binding, flow cytometry; actives lie on both sides; 0 = cold GTP competed, 100 = untreated; GTP binding activity (% of control), % at 10 µM; hit rate 0.27% among 190,000;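 active = GTP binding activity at least 20 points away from the 100% control level, either lower or higher; inconclusive = compound flagged as likely green fluorescent, judged across all proteins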
# Cdc42 wt GTP: modulators (inhibitors or activators) of GTP binding to human Cdc42 wildtype | P60953 | GST-Cdc42 beads, Bodipy-GTP binding, flow cytometry; actives lie on both sides | percent activity (GTP binding), % at 10 µM | hit rate 0.2% among 190,000 | AID 761;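 active = percent activity GTP binding at least 20 points away from the 100% baseline, either down as inhibitor or up as activator; inconclusive = compound flagged as likely green fluorescent from well-wide comparison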;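 note: median bead fluorescence of bound Bodipy-FL-GTP at 100 nM; 0% = excess unlabeled GTP control and 100% = no compound control; below 100% means less GTP binding so inhibitor and above means activator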
# Target sequence (P60953 whole entry, looked up): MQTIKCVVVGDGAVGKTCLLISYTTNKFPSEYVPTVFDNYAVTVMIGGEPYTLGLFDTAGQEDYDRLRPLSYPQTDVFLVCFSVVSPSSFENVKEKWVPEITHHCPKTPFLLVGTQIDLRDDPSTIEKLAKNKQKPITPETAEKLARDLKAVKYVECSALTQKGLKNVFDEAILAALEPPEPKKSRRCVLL
# Rac1 mut GTP: modulators of GTP binding to human Rac1 activated mutant | hit rate 0.11% among 190,000 | P63000 | GST-Rac1 activated beads, fluorescent GTP binding, flow cytometry; actives lie on both sides; 100% means binding = to untreated wells | percent activity (GTP binding), % at 10 µM;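 active = GTP binding at least 20 percentage points away from the 100% baseline, in either direction, so actives lie on both sides; inconclusive = Compound likely fluorescent itself, or too few beads counted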
# The depositor's hits bear a star; ? = inconclusive; · = not tested or not shown.
SMILES,ABCG2 block,Mcl1 Noxa PPI,ABCB1 inh,HRas wt GTP bind,Rab2A wt mod,Rab7 wt modul,Avidin bead fluor,Pf gamet viab,Rac1 wt GTP bind,Cdc42 wt GTP,Rac1 mut GTP
Cc1c(C(=O)Nc2cccc(Cl)c2)oc2ccc(S(=O)(=O)N3CCC4(CC3)OCCO4)cc12,0,-8,-0.2,100,97,99,27,·,96,96,94
O=C(Nc1nc(-c2ccc3c(c2)OCO3)cs1)C1CC1,7,-8,0.1,100,100,97,22,·,103,105,99
COc1ccccc1-n1c(C)nnc1SCC(=O)NCc1ccccc1,0,1,-0.2,100,98,98,24,·,104,97,99
O=C(/C=C/c1ccc(OC(F)F)cc1)OCC(=O)N1CCN(C(=O)c2ccco2)CC1,-4,12,-0.4,101,101,101,7,20,107,105,102
CC(C)(C)C(=O)N1CCC(O)(CS(=O)(=O)c2ccc(Cl)c(Cl)c2)CC1,1,7,0.5,95,94,94,26,12,95,92,94
CCc1ccc(CN(C)Cc2nc(Cc3cccc(C(F)(F)F)c3)no2)nc1,-1,23,0.5,94,97,103,3,6,92,90,94
O=C(NCCOCCNC(=O)OCc1ccccc1)OCc1ccccc1,18,11,1.4,94,95,96,11,-14,99,96,98
COC(=O)c1c(NC(=O)c2ccccc2)sc(C(=O)c2ccccc2)c1C,0,-14,-0.4,101,101,100,13,·,101,101,99
CSc1nc(-c2ccccc2)c(C#N)c(=O)n1C,2,12,0.5,97,97,97,10,1,96,97,93
CC(C)=C(NC(=O)c1ccco1)C(=O)NCCc1nc2ccccc2[nH]1,1,5,0.3,101,99,95,7,·,106,103,99
CC(=O)Nc1scc(-c2ccccc2)[n+]1-c1ccc(C)cc1,-1,30,-0.6,99,99,105,10,17,101,98,96
CCc1cc2c(C)cc(=O)oc2cc1Oc1ncccc1[N+](=O)[O-],0,8,0.1,94,93,90,12,·,92,97,95
C=CCn1c(CSCc2ccccc2)nnc1SCC(=O)N1CCN(c2ccccc2)CC1,33,10,2.2,102,101,102,28,-13,104,100,98
O=C(Cc1ccc(-c2ccccc2)cc1)NCCN1CCOCC1,1,4,0.0,99,99,104,24,·,101,101,99
CCCC(=O)NCCc1cc2ccc(C)c(C)c2[nH]c1=O,4,13,0.7,101,99,101,6,·,105,99,99
CCC[C@@H]1C[C@@]1(CCC)[C@@H](NC(=O)c1ccccc1)c1ccc(C(=O)OC)cc1,0,2,0.3,103,102,104,10,-16,105,99,98
COc1cccc(/C=N/NC(=O)CC(=O)NCCc2ccccc2)c1OC,-7,6,-2.9,98,99,97,11,1,101,101,97
CCCOCCOC(=O)C1=C(C)NC(=O)NC1c1cc(Cl)c(O)c(OC)c1 (centres undefined),0,-6,0.0,96,94,95,8,-7,99,97,96
CCOC(=O)c1ccc(NC(=O)CSc2nnc(C3CCCCC3)n2C)cc1,2,10,0.8,94,96,97,21,13,95,93,95
O=c1[nH]c2cnccc2n1-c1ccccc1,1,4,0.2,103,102,101,8,13,110,105,102
CCOC(=O)c1cnc2c(Cl)cccc2c1NCCN(C)C,40,22,3.8,?,?,?,22,·,?,?,?
COc1ccc(N2C(=O)[C@@H]3[C@H](C2=O)[C@H]2c4ccccc4C=CN2[C@@H]3C(C)=O)cc1,8,6,0.0,99,98,94,4,4,102,102,98
O=C(NC(=S)Nc1ccccc1N1CCOCC1)c1ccc(-c2cccc(Cl)c2)o1,0,23,-0.4,97,96,98,9,·,100,99,98
CC(=O)c1ccc(NC(=O)c2ccc(S(=O)(=O)c3ccccc3)cc2)cc1,9,7,0.6,103,102,99,9,35,104,104,103
CCC(C)(C)n1nnnc1C(c1ccc(Cl)cc1)N1CCN(C)CC1 (centres undefined),11,20,1.5,98,99,100,34,8,104,99,98

# Structural class, the entries above containing fluorine (two)
SMILES,ABCG2 block,Mcl1 Noxa PPI,ABCB1 inh,HRas wt GTP bind,Rab2A wt mod,Rab7 wt modul,Avidin bead fluor,Pf gamet viab,Rac1 wt GTP bind,Cdc42 wt GTP,Rac1 mut GTP
O=C(/C=C/c1ccc(OC(F)F)cc1)OCC(=O)N1CCN(C(=O)c2ccco2)CC1,-4,12,-0.4,101,101,101,7,20,107,105,102
CCc1ccc(CN(C)Cc2nc(Cc3cccc(C(F)(F)F)c3)no2)nc1,-1,23,0.5,94,97,103,3,6,92,90,94

# Continued.
SMILES,ABCG2 block,Mcl1 Noxa PPI,ABCB1 inh,HRas wt GTP bind,Rab2A wt mod,Rab7 wt modul,Avidin bead fluor,Pf gamet viab,Rac1 wt GTP bind,Cdc42 wt GTP,Rac1 mut GTP
O=C(CSc1nc2cc(Cl)ccc2c(=O)n1Cc1ccco1)Nc1ccc(S(=O)(=O)N2CCOCC2)cc1,-3,-41,-0.5,105,104,101,2,-19,107,105,105
C/C(N)=C(/C#N)C(=O)COc1ncnc2ccccc12,0,-1,0.1,100,97,97,23,14,104,101,101
CCCCS(=O)CC(O)COc1ccc(C(C)(C)C)cc1 (centres undefined),2,4,0.5,104,105,108,42,-12,105,106,100
CCCCC(=O)NC1=NC(=O)C(C)(C)S1,-1,-15,0.1,104,103,103,10,·,103,104,99
COCCN1C(=O)N[C@@H](c2ccccc2)C(C(C)=O)=C1C,4,24,1.3,100,99,100,11,·,105,100,99
Cc1ccc(NC(=O)COc2ccc(Br)cc2C)cc1,2,1,-0.1,100,97,101,7,18,103,102,99
CCn1nc(C)cc1-c1n[nH]c(=S)n1N,-2,25,-0.5,99,100,99,5,·,95,98,99
CC1(C)CC2CC(C)(CN2C(=O)NC(=O)c2ccccc2)C1 (centres undefined),4,13,0.3,97,96,97,12,-4,97,96,99
O=C(Nc1ccc(N2CCOCC2)cc1)Nc1ccc(Cl)c(Cl)c1,15,82*,-0.3,98,96,92,6,·,104,100,98
COc1cccc(N2CCN(C(=O)c3ccc(=O)oc3)CC2C)c1 (centres undefined),0,37,0.1,101,101,102,33,·,100,101,100
CCOCCCNC(=O)/C(C#N)=C/c1ccc(C)o1,2,-9,0.2,99,99,104,9,15,102,99,99
CC(NC(=O)c1noc2c1CCCCC2)c1ccccc1 (centres undefined),-3,-3,-2.3,100,101,100,8,·,106,104,97
CC(=O)c1cc(-c2ccccc2)n(CCC(=O)NC(C)(C)C)c1C,0,0,0.4,98,98,99,6,·,96,96,98
CCNC(=O)Nc1nc2ccccc2s1,2,9,-0.3,99,97,96,12,-5,101,98,98
C/C(=N\NC(=O)C1COc2ccccc2O1)c1ccccn1 (centres undefined),29,-76,0.6,100,100,99,10,-1,103,104,102
Nc1c(C(=O)NCC2CCCO2)sc(=S)n1-c1ccccc1 (centres undefined),1,7,0.3,102,101,102,8,·,106,105,101
CCOC(=O)c1cccc(NC(=O)CN(c2ccc(C)cc2)S(=O)(=O)c2c(C)noc2C)c1,55,5,2.5,99,101,93,14,·,102,98,100
COc1ccc(N2C(=O)CC(Sc3nnc(-c4ccccc4)o3)C2=O)cc1 (centres undefined),15,35,0.3,99,98,96,29,31,99,97,98
Cc1ccc(-c2nn(CCC(=O)O)cc2/C=C\C(=O)c2ccc(Br)cc2)cc1,-1,9,-0.4,91,90,98,21,-21,88,87,85
COc1ccc(C2CC(C(F)(F)F)n3nc(C(=O)O)c(Cl)c3N2)cc1OC (centres undefined),0,4,0.1,99,101,98,6,-5,100,100,98
O=C(Nc1ccc2c(c1)OCCO2)N1CCN(c2ccc(F)cc2)CC1,9,-10,1.2,97,94,93,16,20,95,97,95
COc1cc(C)c(Cl)cc1S(=O)(=O)NCC1CCCO1 (centres undefined),5,5,0.8,99,97,95,13,·,100,98,95
COc1cc(/C=N/NC(=S)Nc2cccc(Cl)c2C)ccc1OCC(=O)N1CC(C)OC(C)C1 (centres undefined),2,1,-9.4,99,97,96,15,·,103,99,98
O=C(NC1CCCC1)C(c1ccc(F)cc1)N(C(=O)Cc1cccs1)c1ccc2c(c1)OCCO2 (centres undefined),1,-7,0.2,99,100,97,7,·,100,100,95
CN(C)c1ccc(NC(=O)c2ccc3nsnc3c2)cc1,17,34,-0.2,101,99,99,10,-44,106,100,101
O=C(CSc1nnc2ncccn12)N1CCCCCC1,0,7,0.2,97,97,95,20,·,95,99,97
OCCN(CCO)CC(O)COc1ccc2c(c1)OCO2 (centres undefined),1,4,0.6,108,108,105,8,-19,104,108,102
Nc1nn(S(=O)(=O)c2ccccc2)cc1-c1ccc([N+](=O)[O-])cc1,-3,13,0.2,98,97,98,13,18,100,97,98
COc1ccc(OCC(=O)Nc2cccc(NC(=O)COc3ccc(OC)cc3)n2)cc1,1,8,0.4,?,?,?,24,-9,?,?,?

# Single records (already shown).
# O=C(NC1CCCC1)C(c1ccc(F)cc1)N(C(=O)Cc1cccs1)c1ccc2c(c1)OCCO2 (centres undefined) is listed as ABCG2 block = 1; Mcl1 Noxa PPI = -7; ABCB1 inh = 0.2; HRas wt GTP bind = 99; Rab2A wt mod = 100; Rab7 wt modul = 97; Avidin bead fluor = 7; Pf gamet viab = ·; Rac1 wt GTP bind = 100; Cdc42 wt GTP = 100; Rac1 mut GTP = 95
# O=C(Nc1ccc2c(c1)OCCO2)N1CCN(c2ccc(F)cc2)CC1 is listed as ABCG2 block = 9; Mcl1 Noxa PPI = -10; ABCB1 inh = 1.2; HRas wt GTP bind = 97; Rab2A wt mod = 94; Rab7 wt modul = 93; Avidin bead fluor = 16; Pf gamet viab = 20; Rac1 wt GTP bind = 95; Cdc42 wt GTP = 97; Rac1 mut GTP = 95
# C/C(=N\NC(=O)C1COc2ccccc2O1)c1ccccn1 (centres undefined) is listed as ABCG2 block = 29; Mcl1 Noxa PPI = -76; ABCB1 inh = 0.6; HRas wt GTP bind = 100; Rab2A wt mod = 100; Rab7 wt modul = 99; Avidin bead fluor = 10; Pf gamet viab = -1; Rac1 wt GTP bind = 103; Cdc42 wt GTP = 104; Rac1 mut GTP = 102

# Taken from above:
# CC1(C)CC2CC(C)(CN2C(=O)NC(=O)c2ccccc2)C1 (centres undefined) @ Pf gamet viab: -4
# O=C(CSc1nnc2ncccn12)N1CCCCCC1 @ Rac1 mut GTP: 97
# CCCC(=O)NCCc1cc2ccc(C)c(C)c2[nH]c1=O @ ABCG2 block: 4
# Nc1c(C(=O)NCC2CCCO2)sc(=S)n1-c1ccccc1 (centres undefined) @ Mcl1 Noxa PPI: 7
# Cc1c(C(=O)Nc2cccc(Cl)c2)oc2ccc(S(=O)(=O)N3CCC4(CC3)OCCO4)cc12 @ Mcl1 Noxa PPI: -8

# High-throughput results deposited in PubChem BioAssay by several laboratories.
